CendR NRP1 mod = modulators of CendR peptide binding to human neuropilin-1; AID 602438; O14786; 0.85% of 360,000 active; FAM-RPARPAR peptide binding to NRP-1, fluorescence polarization; inhibition, % at 25 µM;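 active means inhibition or corrected inhibition above about 18%, plus a signal ratio from 0.5 to 1.5, limit read from the data, passing the limit was not always enough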; further: strong numbers were not always called active
Rin1 Abl inh = human Rin1-Abl interaction inhibition; TR-FRET Rin1/Abl binding, biochemical; inhibition, % at 7.35 µM; 0.4% of 360,000 active; in the data active means inhibition above about 5%, passing the limit was not always enough
Target sequence (P00519 whole entry, looked up): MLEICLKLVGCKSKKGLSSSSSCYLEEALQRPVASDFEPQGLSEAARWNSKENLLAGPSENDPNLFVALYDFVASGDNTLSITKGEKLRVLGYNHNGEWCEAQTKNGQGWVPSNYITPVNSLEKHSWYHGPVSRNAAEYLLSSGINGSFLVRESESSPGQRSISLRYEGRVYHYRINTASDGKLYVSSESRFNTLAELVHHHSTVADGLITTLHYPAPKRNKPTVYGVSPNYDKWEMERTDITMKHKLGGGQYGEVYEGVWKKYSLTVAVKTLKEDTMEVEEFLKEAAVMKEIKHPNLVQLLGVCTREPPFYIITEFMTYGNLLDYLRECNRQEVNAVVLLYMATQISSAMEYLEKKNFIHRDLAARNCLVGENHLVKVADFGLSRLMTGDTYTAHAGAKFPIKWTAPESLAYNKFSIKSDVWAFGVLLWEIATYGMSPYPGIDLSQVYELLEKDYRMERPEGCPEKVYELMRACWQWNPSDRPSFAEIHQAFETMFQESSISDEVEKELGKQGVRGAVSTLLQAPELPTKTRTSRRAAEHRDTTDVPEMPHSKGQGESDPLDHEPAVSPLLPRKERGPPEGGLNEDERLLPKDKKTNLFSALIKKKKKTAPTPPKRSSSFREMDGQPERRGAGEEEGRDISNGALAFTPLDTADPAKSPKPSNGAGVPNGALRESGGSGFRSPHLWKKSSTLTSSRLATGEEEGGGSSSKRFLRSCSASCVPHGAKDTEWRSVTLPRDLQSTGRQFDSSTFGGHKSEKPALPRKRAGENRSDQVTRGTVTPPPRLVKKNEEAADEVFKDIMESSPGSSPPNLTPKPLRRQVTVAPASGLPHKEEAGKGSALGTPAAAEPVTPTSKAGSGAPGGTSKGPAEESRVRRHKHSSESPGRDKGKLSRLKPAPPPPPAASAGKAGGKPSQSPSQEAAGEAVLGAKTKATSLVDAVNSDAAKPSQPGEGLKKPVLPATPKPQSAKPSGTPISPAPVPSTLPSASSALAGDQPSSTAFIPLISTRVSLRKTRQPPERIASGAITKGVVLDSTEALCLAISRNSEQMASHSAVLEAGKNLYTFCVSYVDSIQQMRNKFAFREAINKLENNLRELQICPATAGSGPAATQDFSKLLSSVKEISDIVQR
Target sequence (Q13671 whole entry, looked up): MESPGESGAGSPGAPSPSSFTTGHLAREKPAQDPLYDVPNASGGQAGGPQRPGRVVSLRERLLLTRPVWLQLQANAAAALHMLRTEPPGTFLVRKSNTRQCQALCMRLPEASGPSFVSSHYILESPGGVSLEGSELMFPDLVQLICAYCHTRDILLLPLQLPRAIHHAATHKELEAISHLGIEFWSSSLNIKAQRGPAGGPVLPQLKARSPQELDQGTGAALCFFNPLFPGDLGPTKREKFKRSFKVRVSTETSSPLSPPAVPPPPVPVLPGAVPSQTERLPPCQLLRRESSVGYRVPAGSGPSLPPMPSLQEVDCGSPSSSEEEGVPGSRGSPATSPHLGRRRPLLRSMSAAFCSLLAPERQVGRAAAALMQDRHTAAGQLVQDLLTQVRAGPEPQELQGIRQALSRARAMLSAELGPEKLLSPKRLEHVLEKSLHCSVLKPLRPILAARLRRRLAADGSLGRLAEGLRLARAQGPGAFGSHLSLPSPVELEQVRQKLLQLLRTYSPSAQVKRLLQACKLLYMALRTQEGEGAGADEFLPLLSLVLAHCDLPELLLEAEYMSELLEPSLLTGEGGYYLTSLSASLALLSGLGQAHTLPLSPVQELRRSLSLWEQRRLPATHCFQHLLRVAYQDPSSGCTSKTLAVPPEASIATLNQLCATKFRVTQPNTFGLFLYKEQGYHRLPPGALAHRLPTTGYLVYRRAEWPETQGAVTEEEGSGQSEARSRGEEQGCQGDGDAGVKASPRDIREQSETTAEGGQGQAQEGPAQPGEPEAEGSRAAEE
E coli Lon inh = E. coli protease La inhibition; P0A9M0; purified E. coli Lon protease, fluorescence polarization; inhibition, % at 7.94 µM; 0.42% of 360,000 active; in the data active means inhibition above about 13%, passing the limit was not always enough;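 further: 0% = enzyme with probe and DMSO and 100% = no enzyme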
MsrA inh = bovine MsrA inhibition; purified bovine MsrA, absorbance read-out; inhibition, % at 15.5 µM; 0.75% of 360,000 active; in the data active means inhibition above about 4.5%;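 further: 0% = vehicle wells with enzyme and 100% = reference inhibitor wells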
FAS TE block = blocks the thioesterase domain of human fatty acid synthase | P49327 | 0.67% of 360,000 active | recombinant FAS-TE, OMFH fluorogenic substrate, fluorescence endpoint | inhibition, % at 15 µM;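 active means compounds whose normalised, plate-corrected inhibition of enzyme fluorescence in the single-dose primary screen is 50% or more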;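 further: 0% = DMSO with enzyme and 100% = substrate without enzyme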
bovine MsrA act = activators of bovine methionine sulfoxide reductase A; purified bovine MsrA, absorbance read-out; activation, % at 10.6 µM; 0.3% of 360,000 active; in the data active means activation above about 7.5%;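 further: 0% = vehicle and 100% = reference activator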
Neddylation inh = inhibitors of human cullin neddylation. P61081+Q13564. TR-FRET cullin neddylation, biochemical. calls only at 25 µM. 0.58% of 360,000 active. AID 651699; in the data active means inhibition above about 36%
SKN-1 block = inhibitors of C. elegans SKN-1. C. elegans VP596 Pgst-4::GFP/RFP ratio, acrylamide-induced, 24 h. inhibition, % at 21.8 µM. 0.49% of 360,000 active. AID 624304;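 active means interference check ratio from 0.5 to 1.5 plus GFP to RFP signal ratio inhibition reaching or exceeding a fixed threshold, cut at about 30% in these data, passing the limit was not always enough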; further: some compounds called inactive have numbers as strong as hits
MT1-MMP act inh = blocks activation of human MT1-MMP; HT1080 RFP-PRO-GFP cells, GFP/RFP ratio fluorescence, overnight; percent of plate control window, DMSO zero; AID 651647; 0.061% of 360,000 active; GFP/RFP ratio change, % at 20 µM; P50281;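 active means GFP/RFP ratio change of at least 30% with cell ATP level not reduced by more than half and red fluorescence within 50% of control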; further: strong numbers were not always called active
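Test system: HT1080 RFP-PRO-GFP cells; Benchmarks: DMSO and RFP-L50D-GFP cell wells; Timing: cells overnight before dosing, compound overnight, 37 °C, 5% CO2; Compound: one 20 µM compound dose with 1% DMSO; Read-out: GFP/RFP fluorescence ratio.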
* marks the source's active call; other numbers are inactive results.

`CCCCCCCCNCCS(=O)(=O)NCCCCCCCC` gave CendR NRP1 mod -1, Rin1 Abl inh 0, E coli Lon inh -4, MsrA inh 1.2, FAS TE block -2, bovine MsrA act 1, Neddylation inh inactive, SKN-1 block -3 and MT1-MMP act inh -5.
For COc1ccc(C2(C)NC(=O)N(CC(=O)c3cc(C)n(C4CC4)c3C)C2=O)cc1 (centres undefined) the results were CendR NRP1 mod 1, Rin1 Abl inh -6, E coli Lon inh -2, MsrA inh -0.6, FAS TE block 1, bovine MsrA act -2, Neddylation inh inactive, SKN-1 block 1 and MT1-MMP act inh -1.
COc1ccc(N2C(=O)CC(NC3CC3)C2=O)cc1 (centres undefined) was read as CendR NRP1 mod -2, Rin1 Abl inh 2, E coli Lon inh -2, MsrA inh 0.3, FAS TE block -7, bovine MsrA act 1, Neddylation inh inactive, SKN-1 block 1 and MT1-MMP act inh 0.
`COCCCNC(=O)C1C2C=CC3(CN(Cc4ccc(C)cc4)C(=O)C13)O2` (centres undefined) gave CendR NRP1 mod -10, Rin1 Abl inh -9, E coli Lon inh 3, MsrA inh -0.5, FAS TE block -6, bovine MsrA act 0, Neddylation inh inactive, SKN-1 block 10 and MT1-MMP act inh -2.
Screening Cc1ccc(NC2=C([N+](=O)[O-])CS(=O)(=O)C2)cc1 returned CendR NRP1 mod -4, Rin1 Abl inh 1, E coli Lon inh -3, MsrA inh 0.2, FAS TE block -7, bovine MsrA act -9, Neddylation inh inactive, SKN-1 block 7 and MT1-MMP act inh 13.
NC(=O)c1c(Nc2nc3c(F)cccc3s2)sc2c1CCCC2 was read as CendR NRP1 mod -25, Rin1 Abl inh -2, E coli Lon inh -376, MsrA inh 1.9, FAS TE block -5, bovine MsrA act -4, SKN-1 block 11 and MT1-MMP act inh 2.
Screening Cc1cc(CN2CCC(n3nccc3NC(=O)c3ccccc3Cl)CC2)cc(C)c1O returned CendR NRP1 mod 7, Rin1 Abl inh 2, E coli Lon inh -1, MsrA inh 0.2, FAS TE block -4, bovine MsrA act -1, Neddylation inh inactive, SKN-1 block 9 and MT1-MMP act inh 2.
`O=C(NOCc1ccccc1)c1cccc([N+](=O)[O-])c1` gave CendR NRP1 mod 9, Rin1 Abl inh -4, E coli Lon inh -2, MsrA inh 1.9, FAS TE block 12, bovine MsrA act -2, Neddylation inh inactive, SKN-1 block 16 and MT1-MMP act inh 0.
Screening CCOc1ccc(S(N)(=O)=O)cc1-c1nc2c(C(C)(C)C)nn(C)c2c(=O)[nH]1 returned CendR NRP1 mod -2, Rin1 Abl inh 2, E coli Lon inh -6, MsrA inh -0.2, FAS TE block 3, bovine MsrA act -3, Neddylation inh inactive, SKN-1 block 2 and MT1-MMP act inh 1.
Screening O=C(Cn1cc(C(F)(F)F)ccc1=O)N/N=C/c1ccc(Cl)cc1Cl returned CendR NRP1 mod -4, Rin1 Abl inh 3, E coli Lon inh 1, MsrA inh 0.6, FAS TE block -11, bovine MsrA act -8, Neddylation inh inactive, SKN-1 block -5 and MT1-MMP act inh 6.
Screening Cn1cc(-c2ccc3c(c2)OCO3)c2ccccc21 returned CendR NRP1 mod -12, Rin1 Abl inh 1, E coli Lon inh -2, MsrA inh -0.4, FAS TE block 32, bovine MsrA act -9, Neddylation inh inactive, SKN-1 block 7 and MT1-MMP act inh -1.
Screening O=C(COc1cc2oc(=O)c3c(c2cc1Cl)CCC3)NCCN1CCOCC1 returned CendR NRP1 mod 13, Rin1 Abl inh 1, E coli Lon inh -10, MsrA inh 0.5, FAS TE block -3, bovine MsrA act -4, Neddylation inh inactive, SKN-1 block 5 and MT1-MMP act inh -3.
Screening COc1cc(OC)cc(C(=O)N[C@H](C(=O)Nc2ccc(NC(C)=O)cc2)C(C)C)c1 returned CendR NRP1 mod -12, Rin1 Abl inh -1, E coli Lon inh -2, MsrA inh -1.8, FAS TE block -1, bovine MsrA act -2, Neddylation inh inactive, SKN-1 block 7 and MT1-MMP act inh -13.
For COc1cc(/C=C/C(=O)Nc2ccc(S(=O)(=O)Nc3ncccn3)cc2)ccc1OCC#N the results were CendR NRP1 mod -47, Rin1 Abl inh -2, E coli Lon inh -5, MsrA inh 4.9*, FAS TE block -3, bovine MsrA act -5, Neddylation inh inactive, SKN-1 block 27 and MT1-MMP act inh 1.
For CS(=O)(=O)N(CCc1ccccc1)CC(=O)N1CCN(c2ccccc2)CC1 the results were CendR NRP1 mod -16, Rin1 Abl inh 1, E coli Lon inh 3, MsrA inh -0.7, FAS TE block 6, bovine MsrA act 1, Neddylation inh inactive, SKN-1 block -8 and MT1-MMP act inh 6.
For COc1ccc(CC(=O)NC(C)CCc2ccccc2)cc1 (centres undefined) the results were CendR NRP1 mod 3, Rin1 Abl inh 3, E coli Lon inh 1, MsrA inh -1.1, FAS TE block -2, bovine MsrA act -8, Neddylation inh inactive, SKN-1 block -2 and MT1-MMP act inh -2.
O=C(Oc1ccc2c(c1)CCC2)N1CCOCC1 was read as CendR NRP1 mod 16, Rin1 Abl inh 2, E coli Lon inh 6, MsrA inh 0.5, FAS TE block -8, bovine MsrA act 0, Neddylation inh inactive, SKN-1 block 11 and MT1-MMP act inh 2.
CCOn1c(=O)c(-c2ccc(Br)cc2)[n+]([O-])c2ccccc21 was read as CendR NRP1 mod -2, Rin1 Abl inh 2, E coli Lon inh -2, MsrA inh 0.3, FAS TE block 0, bovine MsrA act -3, Neddylation inh inactive, SKN-1 block -3 and MT1-MMP act inh -2.
Screening COc1cc(C(=O)OCC(=O)N2CCOCC2)c([N+](=O)[O-])cc1OC returned CendR NRP1 mod 8, Rin1 Abl inh 0, E coli Lon inh 18*, MsrA inh 0.7, FAS TE block -4, bovine MsrA act -7, Neddylation inh inactive, SKN-1 block -16 and MT1-MMP act inh 2.
For Cc1cnc(-c2nnc(N(C)C(=O)C3CCOC3)s2)cn1 (centres undefined) the results were CendR NRP1 mod -1, Rin1 Abl inh 6, E coli Lon inh -7, MsrA inh 1.7, FAS TE block -6, bovine MsrA act -3, Neddylation inh inactive, SKN-1 block -1 and MT1-MMP act inh -4.
Screening COc1ccc(NC(=S)Nc2cccc([N+](=O)[O-])c2)cc1 returned CendR NRP1 mod 6, Rin1 Abl inh 2, E coli Lon inh 1, MsrA inh -0.1, FAS TE block 14, bovine MsrA act -1, Neddylation inh inactive, SKN-1 block -7 and MT1-MMP act inh 6.
Cc1noc(C)c1NC(=O)N(C)C[C@H]1Oc2ccc(NS(=O)(=O)c3ccccc3)cc2C(=O)N([C@H](C)CO)C[C@@H]1C was read as CendR NRP1 mod -8, Rin1 Abl inh 5, E coli Lon inh -9, MsrA inh -0.8, FAS TE block -4, bovine MsrA act -2, Neddylation inh inactive, SKN-1 block 12 and MT1-MMP act inh 1.
S=C(NCc1ccccc1)NCC1COc2ccccc2O1 (centres undefined) was read as CendR NRP1 mod 3, Rin1 Abl inh -2, E coli Lon inh -1, MsrA inh -0.7, FAS TE block 4, bovine MsrA act 0, Neddylation inh inactive, SKN-1 block 5 and MT1-MMP act inh 19.
`COc1ccc(CCC(=O)Nc2cc3c4c(c2)CCC(=O)N4CCC3)cc1` gave CendR NRP1 mod 1, Rin1 Abl inh 4, E coli Lon inh 2, MsrA inh -1.1, FAS TE block -4, bovine MsrA act -1, Neddylation inh inactive, SKN-1 block -7 and MT1-MMP act inh 5.
For COc1ccc(S(=O)(=O)N2CCCC2CNC(=O)C(=O)Nc2ccc(F)cc2)cc1 (centres undefined) the results were CendR NRP1 mod 4, Rin1 Abl inh 0, E coli Lon inh 1, MsrA inh -1.1, FAS TE block 6, bovine MsrA act -2, Neddylation inh inactive, SKN-1 block 8 and MT1-MMP act inh 4.
For O=C(OCc1cc2ccccc2[nH]c1=O)c1ccccc1 the results were CendR NRP1 mod -6, Rin1 Abl inh -4, E coli Lon inh -4, MsrA inh -0.4, FAS TE block -3, bovine MsrA act 2, Neddylation inh inactive, SKN-1 block 2 and MT1-MMP act inh 5.
NC(=O)C1CCN(CC(=O)Nc2ccc3c(c2)OCO3)CC1 was read as CendR NRP1 mod -2, Rin1 Abl inh 2, E coli Lon inh -2, MsrA inh -1.1, FAS TE block -6, bovine MsrA act -3, Neddylation inh inactive, SKN-1 block 2 and MT1-MMP act inh -4.
Screening CCCCNC(=O)c1[nH]c(C)c(C(C)=O)c1C returned CendR NRP1 mod 2, Rin1 Abl inh -3, E coli Lon inh -8, MsrA inh -0.9, FAS TE block 2, bovine MsrA act -2, Neddylation inh inactive, SKN-1 block 1 and MT1-MMP act inh 2.
`Cc1ccccc1Nc1nnc(SCC(=O)c2c(N)n(C3CC3)c(=O)[nH]c2=O)s1` gave CendR NRP1 mod -16, Rin1 Abl inh -1, E coli Lon inh -2, MsrA inh 0.0, FAS TE block 2, bovine MsrA act -3, Neddylation inh inactive, SKN-1 block 1 and MT1-MMP act inh -1.
Screening COc1ccccc1OCC(=O)Nc1ccc(O)cc1C(=O)O returned CendR NRP1 mod 4, Rin1 Abl inh 2, E coli Lon inh -4, MsrA inh 0.9, FAS TE block 2, bovine MsrA act -3, Neddylation inh inactive, SKN-1 block -4 and MT1-MMP act inh 3.
Cc1ccc(Cl)cc1N1CCN(C(=S)NCc2ccco2)CC1 was read as CendR NRP1 mod 17, Rin1 Abl inh 0, E coli Lon inh 4, MsrA inh 0.3, FAS TE block 20, bovine MsrA act -4, Neddylation inh inactive, SKN-1 block 9 and MT1-MMP act inh 0.
Cc1cc(C(=O)NN=C2C3CC4CC(C3)CC2C4)c2ccccc2n1 was read as CendR NRP1 mod -11, Rin1 Abl inh 1, E coli Lon inh 8, MsrA inh -0.4, FAS TE block -6, bovine MsrA act 0, Neddylation inh inactive, SKN-1 block -4 and MT1-MMP act inh -2.
Cc1ccc(-c2noc(Cn3cc(S(=O)(=O)N4CCCC4)ccc3=O)n2)cc1 was read as CendR NRP1 mod 1, Rin1 Abl inh -2, E coli Lon inh -3, MsrA inh -0.3, FAS TE block 9, bovine MsrA act -3, Neddylation inh inactive, SKN-1 block -16 and MT1-MMP act inh -2.
CCCNC(=O)C1(C)CCN1C(=O)c1cc(C)n(C)n1 (centres undefined) was read as CendR NRP1 mod 2, Rin1 Abl inh 1, E coli Lon inh 0, MsrA inh 0.1, FAS TE block -3, bovine MsrA act -2, Neddylation inh inactive, SKN-1 block 3 and MT1-MMP act inh -2.
Screening COc1cc(/C=C2\CCOC2=O)cc(OC)c1OC returned CendR NRP1 mod 6, Rin1 Abl inh -3, E coli Lon inh -4, MsrA inh 1.0, FAS TE block -6, bovine MsrA act -4, Neddylation inh inactive, SKN-1 block 14 and MT1-MMP act inh 1.
CCOC(=O)c1c(=O)n(O)c2ccc(OC)cc2[n+]1[O-] was read as CendR NRP1 mod 25*, Rin1 Abl inh 2, E coli Lon inh 83*, MsrA inh 0.2, FAS TE block -34, bovine MsrA act -3, Neddylation inh inactive, SKN-1 block -4 and MT1-MMP act inh -30.
`CCN(CC)C(=O)CS(=O)(=O)CC(=O)Nc1cc(OCCOC)c(Cl)cc1Cl` gave CendR NRP1 mod -3, Rin1 Abl inh 1, E coli Lon inh -2, MsrA inh 0.5, FAS TE block -3, bovine MsrA act -2, Neddylation inh inactive, SKN-1 block -4 and MT1-MMP act inh -3.

Pulled by structure from the list above (3):
Screening COc1cc(/C=C2\CCOC2=O)cc(OC)c1OC returned CendR NRP1 mod 6, Rin1 Abl inh -3, E coli Lon inh -4, MsrA inh 1.0, FAS TE block -6, bovine MsrA act -4, Neddylation inh inactive, SKN-1 block 14 and MT1-MMP act inh 1.
`Cc1ccccc1Nc1nnc(SCC(=O)c2c(N)n(C3CC3)c(=O)[nH]c2=O)s1` gave CendR NRP1 mod -16, Rin1 Abl inh -1, E coli Lon inh -2, MsrA inh 0.0, FAS TE block 2, bovine MsrA act -3, Neddylation inh inactive, SKN-1 block 1 and MT1-MMP act inh -1.
For O=C(OCc1cc2ccccc2[nH]c1=O)c1ccccc1 the results were CendR NRP1 mod -6, Rin1 Abl inh -4, E coli Lon inh -4, MsrA inh -0.4, FAS TE block -3, bovine MsrA act 2, Neddylation inh inactive, SKN-1 block 2 and MT1-MMP act inh 5.

From PubChem BioAssay
